# From PubChem
# PvdQ inh: blocks Pseudomonas aeruginosa PvdQ acylase activity. inhibition, % at 10 µM. 340,000 tested, 0.063% active. purified PvdQ acylase, fluorescence plate reader. AID 488965; in the data active = inhibition above about 30%, passing the limit was not always enough;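 also: 0% = vehicle neutral wells and 100% = reference inhibitor wells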
# MITF act: activators of MITF-driven TRPM1 promoter activity in SK-MEL-5 cells. SK-MEL-5 TRPM1-promoter luciferase, 24 h; % of positive control, neutral wells = 0. 300,000 tested, 0.75% active. AID 588334. activation, % at 12.5 µM;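 active = mean activation of at least 80% with every replicate also reaching 80%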;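 also: 0% = neutral control wells and 100% = parthenolide positive control wells; values of inactives mirror those of a sister screen read the other way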
# dFosB activator: mouse delta FosB homodimer activation. P13346. purified delta FosB, TAMRA-CDK5 oligo fluorescence polarization; percent of positive-control signal above neutral wells. activation, % at 25 µM. 340,000 tested, 0.99% active;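 active = mean activation above about 17%, with every replicate also reaching it, limit read from the data, passing the limit was not always enough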;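 also: fluorescence polarization rise as delta FosB binds a TAMRA Cdk5 AP-1 oligo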
# HTR5A inv ctr: HTR5A inverse agonism, opioid heterodimer counter-screen; 340,000 tested, 0.083% active; AID 504634; P47898; HTR5A cell line, luminescence; inhibition, % at 9.3 µM; in the data active = inhibition mostly above about 23%, no sharp cut-off; inactive = mostly below about 18%;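 also: 0% = cells with DMSO and 100% = no-cell wells with DMSO; some compounds called inactive have numbers as strong as hits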
# V-ATPase pHluor: regulators of yeast V-ATPase proton transport. S. cerevisiae, pHLuorin cytosolic pH fluorescence. response, % at 10 µM. 350,000 tested, 0.37% active. AID 504577; in the data active = response mostly above about 7.3%, no sharp cut-off; inactive = mostly below about 5.4%; also: actives read high; inactives centre near 0; some compounds called inactive have numbers as strong as hits; reference of the scale not given here
# HTR5A ag: activates human HTR5A in OPRM1-OPRD1 agonist counter-screen. P47898. activation, % at 9.3 µM. 340,000 tested, 0.61% active. HTR5A agonist assay, luminescence, cell-based; in the data active = activation mostly above about 9.5%, no sharp cut-off; inactive = mostly below about 7.6%;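 also: 0% = cells with vehicle only and 100% = reference agonist; strong numbers were not always called active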
# SR-BI HDL uptake: inhibitors of mouse SR-BI mediated HDL lipid uptake | Q61009 | ldlA[mSR-BI] CHO cells, DiI-HDL uptake fluorescence, 3 h | inhibition, % at 12.5 µM | 320,000 tested, 0.96% active;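 active = mean replicate inhibition of at least 70% and a set share of replicates each scoring 70 or more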;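 also: 0% = median of neutral control wells and 100% = median of positive control wells; values of inactives mirror those of a sister screen read the other way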
# Wnt act: activators of Wnt/beta-catenin signaling; Wnt/beta-catenin reporter cell assay, activator, plate reader; activation, % at 9.35 µM; 300,000 tested, 1.2% active; AID 743398; in the data active = activation above about 30%, passing the limit was not always enough;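 also: 0% = neutral control wells and 100% = positive control wells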
# CDK5 p35 inh: CDK5/p35 (human) kinase inhibition; Recombinant CDK5/p35, ADP-Glo luminescence, 60 min; inhibition, % at 10 µM; 330,000 tested, 0.01% active; Q00535+Q15078;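 active = highest replicate inhibition of at least 50% and at least 75% of replicates reaching 50%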;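 also: plate controls were DMSO neutral control for no effect and GW8510 at 10 µM for full effect; many of its hits are not listed in these tables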
# NSD2 HMT inh: NSD2 (human) methyltransferase inhibition. 310,000 tested, 0.54% active. O96028. NSD2 peptide methylation, AlphaScreen, 120 min. inhibition, % at 12.5 µM; in the data active = inhibition above about 50%
# Target sequence (O96028 whole entry, looked up): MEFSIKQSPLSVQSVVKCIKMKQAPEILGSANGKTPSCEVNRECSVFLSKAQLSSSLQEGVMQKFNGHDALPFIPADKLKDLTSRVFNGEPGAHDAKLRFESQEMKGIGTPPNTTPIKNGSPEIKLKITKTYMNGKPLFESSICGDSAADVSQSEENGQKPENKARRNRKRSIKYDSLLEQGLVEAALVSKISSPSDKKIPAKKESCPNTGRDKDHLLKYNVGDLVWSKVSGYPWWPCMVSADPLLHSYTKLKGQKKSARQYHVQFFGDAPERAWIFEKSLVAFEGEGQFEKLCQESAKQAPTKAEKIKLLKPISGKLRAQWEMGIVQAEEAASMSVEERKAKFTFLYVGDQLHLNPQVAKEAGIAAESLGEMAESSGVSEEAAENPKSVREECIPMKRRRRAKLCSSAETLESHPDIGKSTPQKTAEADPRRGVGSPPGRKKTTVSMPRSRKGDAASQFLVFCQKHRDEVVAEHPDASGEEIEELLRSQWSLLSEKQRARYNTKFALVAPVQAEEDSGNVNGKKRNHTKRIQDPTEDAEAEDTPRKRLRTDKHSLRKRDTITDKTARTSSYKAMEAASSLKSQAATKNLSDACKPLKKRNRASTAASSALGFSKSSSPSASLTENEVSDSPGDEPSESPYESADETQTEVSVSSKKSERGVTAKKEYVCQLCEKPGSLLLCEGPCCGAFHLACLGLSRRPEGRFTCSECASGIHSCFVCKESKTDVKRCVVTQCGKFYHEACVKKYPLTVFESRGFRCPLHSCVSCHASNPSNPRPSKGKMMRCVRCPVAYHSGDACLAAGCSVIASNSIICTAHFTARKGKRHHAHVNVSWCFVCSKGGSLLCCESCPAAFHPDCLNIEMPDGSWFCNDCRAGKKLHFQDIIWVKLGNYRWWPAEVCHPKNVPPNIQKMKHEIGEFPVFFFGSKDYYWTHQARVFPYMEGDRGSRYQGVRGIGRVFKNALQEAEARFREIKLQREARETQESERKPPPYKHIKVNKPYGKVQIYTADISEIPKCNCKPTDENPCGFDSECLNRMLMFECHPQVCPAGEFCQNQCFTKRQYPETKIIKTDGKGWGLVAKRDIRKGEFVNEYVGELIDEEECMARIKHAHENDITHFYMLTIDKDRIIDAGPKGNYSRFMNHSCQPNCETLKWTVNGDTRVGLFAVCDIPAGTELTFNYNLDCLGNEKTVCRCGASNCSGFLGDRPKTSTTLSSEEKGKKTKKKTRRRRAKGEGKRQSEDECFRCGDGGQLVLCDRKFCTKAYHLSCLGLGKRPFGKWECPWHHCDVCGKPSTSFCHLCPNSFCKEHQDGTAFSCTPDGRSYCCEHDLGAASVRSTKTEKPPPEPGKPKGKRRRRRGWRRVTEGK
# The depositor's hits bear a star; x = no result given; & = joins results of further samples.
SMILES,PvdQ inh,MITF act,dFosB activator,HTR5A inv ctr,V-ATPase pHluor,HTR5A ag,SR-BI HDL uptake,Wnt act,CDK5 p35 inh,NSD2 HMT inh
CC(=O)c1cccc(NC(=O)Oc2ccccc2)c1,9,-3,-1,9,-1,3,-1,-2,-0.2,2
COc1cc(/C=N/Nc2ccc(Cl)cc2)ccc1OC(=O)c1cccs1,7,-13,5,34,-1,-4,2,x,-1.3,-1
Cc1ccc2ncccc2c1N,13,-1,-5,-2,3,1,-8,0,0.4,-2
COc1ccc(OC)c(NS(=O)(=O)c2ccc(Cl)s2)c1,-17,x,-3,3,2,0,20,x,-0.3,4
Cc1ccc(S(=O)(=O)NCc2cc(=O)n(C)c(=O)n2C)cc1C,-6,-3,-10,-10,0,6,-22,-2,-2.6,4
COc1cccc(CN2CCNC(=O)C2CC(=O)N(C)Cc2cnccn2)c1OC (stereo not given),-15,-1,-2,-1,2,0,-30,-6,-3.7,0
COC(=O)N1c2ccccc2C=Cc2ccccc21,-17,-4,-4,21,4,-6,x,1,1.1,5
Cc1cc(Cl)ccc1OCCCC(=O)Nc1cccc(-n2cnnn2)c1,-9,12,-9,-9,5,5,16,-3,-2.4,-6
O=C(NCC1CCCO1)c1ccc2c(=O)n(CC3CCCO3)c(SCC(=O)N3CCCC3)nc2c1 (stereo not given),-11,1,-16,-6,0,2,-27,-2,0.1,0
OC[C@H]1O[C@@H](n2cnc3c(Nc4ccccc4)ncnc32)[C@H](O)[C@@H]1O,-11,45,2,9,1,0,-1,11&22,-1.7,x
COC(=O)c1ccc(N2CN=C(c3ccc(C)cc3)NC2=S)cc1,-9,6,0,15,10,-6,2,-4,0.6,1
O=S1(=O)CC=C(CSc2nc3ccccc3[nH]2)C1,-4,x,-4,-7,-1,3,-9,-2,0.1,-2
COc1ccc(S(=O)(=O)N2CCN(C3Cc4ccccc4C3)CC2)cc1,-17,-1,-4,-13,-1,4,-12,-2,-0.3,5
O=C(C1CCN(S(=O)(=O)c2cccs2)CC1)N(c1ccccn1)C1CCCCC1,-6,-6,-3,-8,5,8,-2,-4,-1.8,-4
CSCCC(CO)NC(=O)OCc1ccccc1 (stereo not given),-18,-9,-3,-4,-2,-1,-32,x,0.1,-3
COc1ccc(-c2[nH]ncc2CN(C)Cc2cnccn2)c(OC)c1,5,9,-2,23,4,3,13,-1,0.8,6
CCCCn1c(N)c(N(CC(C)C)C(=O)Cc2ccc3c(c2)OCCO3)c(=O)[nH]c1=O,-8,7,-4,-16,3,6,-18,-2,-11,-2
CC1=CC2=NC(=O)CC(C)(C(=O)N(CC(=O)NC(C)(C)C)Cc3cccs3)N2C=C1 (stereo not given),-17,-2,8,8,0,-3,-4,1,-12,-1
CC(C)c1ccc(-c2c(NCCc3ccccc3)c(=O)c2=O)cc1,5,-3,-3,1,1,0,12,0,0.5,6
O=C(Nc1cccc(Cl)c1)c1cccc(N2C(=O)C3CC=CCC3C2=O)c1 (stereo not given),-7,11,-4,8,2,3,41,-1,0.1,21
Cc1cccc(N2CCN(C(=O)c3ccc4ncsc4c3)CC2)c1C,3,-8,-10,-22,4,-7,24,-18,-0.2,-9
Cc1onc(-c2ccccc2)c1C(=O)N1CCCCCC1,-4,-7,6,-27,-5,1,-9,-1,0.2,-2
O=C1C=C(NCc2ccc(Cl)c(Cl)c2)C2(CCCCC2)O1,-14,14,-11,-12,-2,4,-4,x,2.3,-1
Cc1ccc(NC(=O)C2CCCN(S(=O)(=O)c3cccc4nonc34)C2)cc1 (stereo not given),0,-17,4,4,-1,-2,x,-2,-0.6,1
O=C(COC(=O)COc1ccc(Br)cc1)NNC(=O)c1ccccc1,12,x,-2,-22,-4,9,-16,3,1.4,-1
CCOc1ccc2nc(NCCCNC(=O)c3cc(OC)c(OC)c(OC)c3)c(C#N)cc2c1,-18,1,-15,2,-2,3,x,-4,0.5,-13
O=C(Cn1ncn2c(cc3ccccc32)c1=O)NCCc1cccs1,3,-9,12,-6,1,0,-11,x,0.4,7
CCNS(=O)(=O)c1ccc2nc(NC(=O)c3cccnc3)sc2c1,11,21,-9,11,-3,-4,11,5,-0.3,-5
Cc1ccc(NC(=O)CN2C(=O)N/C(=C/c3ccc(C)s3)C2=O)cc1,-7,0,8,-24,1,4,-8,x,0.0,1
Cc1cccc(NC(=O)CC2NC3CCCCC3NC2=O)c1 (stereo not given),-13,7,-3,-16,-2,-6,-32,-5,-2.4,-1
COc1ccccc1NCC(=O)N/N=C/C=C/c1ccccc1,-9,11,-4,0,-2,0,41,10,0.0,-1
COc1ccc(CNC2c3ccccc3-c3ccccc32)cc1OC,-1,-10,-9,-22,9,8,x,0,-0.6,0
O=C(c1noc2c1CCCC2)N1CCN(c2ccccc2)CC1,-10,41,-4,-36,-2,10,-11,1,1.3,x
COC(=O)CC1C(=O)NCCN1C(=O)Nc1cccc(Cl)c1 (stereo not given),6,2,2,-2,1,1,-7,0,-5.2,-3
O=C(Nc1cccc([N+](=O)[O-])c1)c1ccc2c(c1)OCO2,-8,39,-1,-4,3,-3,10,x,1.0,12
O=C(C1CCC(CNS(=O)(=O)c2cccs2)CC1)N1CCCCC1 (stereo not given),-16,-3,-6,0,1,0,-34,x,-0.1,-2
Cc1ccc(S(=O)(=O)N2CCN(C(=O)CCC(=O)NCCc3ccc(S(N)(=O)=O)cc3)CC2)c(C)c1,-6,1,-8,-3,0,1,-5,1,2.6,-8
COc1cccc(C(=O)NNC(=O)c2ccccc2Br)c1,3,4,5,-8,-4,0,-15,x,-1.5,0
CCOC(=O)c1c(C)nc(C)c2c(=O)oc3ccccc3c12,1,7,-6,5,2,-2,3,3,-1.1,-2
COc1cc(OC)c2ccc(=O)oc2c1C(CCN1CCCC(C)C1)c1ccc(N(C)C)cc1 (stereo not given),-9,5,-2,-22,1,0,-9,-2,0.7,x
Cc1cccc(NCCC#N)c1,-14,-4,11,1,1,3,-29,1,-0.1,2
C/C(=N\NC(=O)c1cccc(F)c1)c1ccc(Br)s1,-5,8,0,-9,-1,0,2,x,-1.7,1
COc1ccccc1CNC(=O)N[C@@H](Cc1ccccc1)C(=O)O,7,1,4,-22,8,9,-15,x,0.7,6
Cc1cnc(=O)[nH]c1SCc1ccc([N+](=O)[O-])cc1,-5,-8,6,2,2,0,-23,1,1.5,-2
CCN(CC)S(=O)(=O)c1ccc(C)c(N=C=S)c1,2,0,-3,5,0,-2,-8,-5,-0.6,0
O=C(Cn1nc(C(=O)O)c2ccccc2c1=O)NCc1ccco1,9,-6,9,-8,3,3,5,0,4.5,4
COc1cc(/C=C(\NC(=O)c2ccccc2)C(=O)N2CC3CC(C2)c2cccc(=O)n2C3)cc(OC)c1OC (stereo not given),-1,9,-8,-1,5,2,x,3,-9.1,-2
Cc1nn(C(=O)c2ccco2)c(C)c1Sc1ccc(Br)cc1,-16,-6,1,4,2,-2,-26,x,0.7,x
Cc1cccc2cc(/C=N/NC(=O)[C@H]3C[C@@H]3c3ccccc3)c(Cl)nc12,-7,-5,-7,-17,1,6,0,-1,-0.9,-1
COc1ccc(C2=NS(=O)(=O)N(C)C(C(=O)N3C(C)CCCC3C)=C2)cc1 (stereo not given),7,x,-9,-41,-3,-5,15,0,-0.3,x
O=C1/C(=C/c2ccccc2)Nc2ccccc21,6,0,-3,4,0,-6,-20,x,1.9,-6
CCOC(=O)c1cc(-c2ccccc2C)n(Cc2cc(C)no2)n1,-2,-31,10,-8,1,10,-30,-1,-0.2,x
COc1ccc(C/C(C)=N/NC(=S)Nc2ccc(C(C)C)cc2)cc1,-18,2,6,7,3,-3,-27,x,-1.0,0
COc1ccc(C2/C(=C(/O)c3ccc(Br)cc3)C(=O)C(=O)N2C)cc1 (stereo not given),-6,3,-1,-4,3,1,-26,5,0.4,2
Cc1cc2nnc(SC3CCOC3=O)n2c2ccccc12 (stereo not given),-11,x,-4,-4,-2,1,x,-3,1.8,2
O=c1[nH]nc(CNc2ccc(OC(F)(F)F)cc2)c2ccccc12,-11,53,-7,-2,2,0,-1,9,-4.5,-1
CN(C)/C=C/C(=O)c1cc(F)cc(C(F)(F)F)c1,-6,5,1,6,-4,-2,2,0,-2.1,-4
CC(c1ccccc1)C1C(C#N)=C(N)OC2=C1C(=O)CC(C)(C)C2 (stereo not given),-5,x,-5,4,11*,4,2,-6,1.3,2
O=C(Cc1ccc(S(=O)(=O)N2CCCCC2)cc1)NCc1ccc(Cl)cc1,0,9,-4,-13,3,5,3,-15,0.8,-5
Cc1ccc(N2CCN(C(=S)Nc3ccccc3)CC2)cc1,-15,-4,2,-14,-1,-5,-1,2,-0.8,2
# Other records.
SMILES,PvdQ inh,MITF act,dFosB activator,HTR5A inv ctr,V-ATPase pHluor,HTR5A ag,SR-BI HDL uptake,Wnt act,CDK5 p35 inh,NSD2 HMT inh
Cc1cc(OCC(=O)Nc2ccccc2N2CCCC2)ccc1C(C)C,-5,7,-14,-25,1,8,36,6,0.3,2
O=C(Nc1cccc(Cl)c1)c1nc[nH]c1C(=O)NCCCCNC(=O)c1[nH]cnc1C(=O)Nc1cccc(Cl)c1,1,-7,0,9,-3,0,-18,-5,0.0,x
COc1ccc(-c2n[nH]c(C)c2-c2ccccc2OC)c(O)c1,-14,-1,-14,-16,0,4,19,6,-1.4,9
CCOc1cc(NC(=O)C2CCCO2)c(OCC)cc1NC(=O)C1CC1 (stereo not given),-9,x,4,20,3,-2,7,x,-1.1,0
O=C(COC(=O)CC1CC2CCC1C2)NCc1ccccc1 (stereo not given),-18,17,-7,9,0,-2,-6,-2,-0.8,0
COc1ccc(/C=C2\SC(=O)N(CCNC(=O)C3CSC4(C)CCC(=O)N34)C2=O)cc1 (stereo not given),-5,26,-6,8,-1,-3,1,4,0.5,-2
Cc1cc(/C=N/NC(=O)c2cccnc2)c(C)n1CC(C)C,-6,33,-6,0,-2,0,28,7,-1.6,2
C/C(=C\C(=O)c1ccccc1)Nc1ccc(Br)c(Cl)c1,-13,-4,-1,7,-5,-2,10,5,1.1,-3
O=C(NCCCn1ccnc1)c1cc(-c2cccs2)on1,-4,-12,3,-6,-1,2,-1,x,-0.4,0
O=C(Nc1cc(Cl)cc(Cl)c1)N1CCN(C(=O)C2CCCO2)CC1 (stereo not given),7,0,1,4,0,3,-5,1,0.3,-1
O=C(CN1C(=O)C2C3c4ccccc4C(c4ccccc43)C2C1=O)Nc1ccccc1C(=O)O (stereo not given),-11,11,-1,-5,4,-1,24,-4,-2.7,1
Cc1ccc(COC(=O)c2nn(C)c(=O)c3ccccc23)cc1,-3,-6,-7,-13,0,5,-4,-5,1.9,0
NS(=O)(=O)c1ccc(CCNC(=O)Cc2ccc(Cl)cc2)cc1,-8,6,4,-8,-2,2,-4,-1,2.1,-5
O=C(c1ccccc1-c1ccccc1)N1CCOCC1,-10,2,-1,3,4,0,-23,-3,-2.4,2

# Complete entries as entered above. Values in the order: PvdQ inh | MITF act | dFosB activator | HTR5A inv ctr | V-ATPase pHluor | HTR5A ag | SR-BI HDL uptake | Wnt act | CDK5 p35 inh | NSD2 HMT inh
# Record of `O=C(NCCCn1ccnc1)c1cc(-c2cccs2)on1` = -4 | -12 | 3 | -6 | -1 | 2 | -1 | x | -0.4 | 0
# Record of `Cc1cc(/C=N/NC(=O)c2cccnc2)c(C)n1CC(C)C` = -6 | 33 | -6 | 0 | -2 | 0 | 28 | 7 | -1.6 | 2
# Record of `O=C(Nc1cccc(Cl)c1)c1nc[nH]c1C(=O)NCCCCNC(=O)c1[nH]cnc1C(=O)Nc1cccc(Cl)c1` = 1 | -7 | 0 | 9 | -3 | 0 | -18 | -5 | 0.0 | x
